Screening results from PubChem BioAssay.
HSF1 inh: HSF1 inhibition; AID 2098; 300,000 compounds, 0.77% hits; NIH3T3-HGL HSE-luciferase, MG132-induced, luminescence 8 h; hits give low values; activity change, negative = inhibition, % at 7.5 µM (by protocol);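 active = more than half of replicate wells show activity change below -50%, luminescence cut by over half; inconclusive = some wells, but at most half, below -50%; inactive = no replicate well below -50%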;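 note: luciferase reports HSF-1 transcriptional activity via heat shock element; 0% = median of DMSO wells and -100% = zero luminescence signal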
HSP90 refold inh: HSP90 refolding inhibition in rabbit reticulocyte lysate. luciferase refolding luminescence, 3 h. inhibition, % at 5.6 µM. 290,000 compounds, 0.91% hits;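 active = inhibition above the screen-wide mean plus 3 SD, computed separately per campaign, cut at about 16% in these data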;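 note: 0% = DMSO wells and 100% = 60 µM geldanamycin wells; inhibitors lower the luminescence because luciferase stays unfolded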
Platelet DG rel: platelet dense granule release activity | human platelet-rich plasma, SFLLRN dense granule ATP release, luminescence | inhibition, %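 (compounds screened at 7.5 µM in platelet-rich plasma)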 | 300,000 compounds, 0.22% hits | AID 1663;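 active = mean replicate score, as percent of positive control, at or above 50; inconclusive = mean below 50 but at least one replicate at or above 50; inactive = mean and every replicate below 50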
PolyA inhibitor: yeast polyadenylation inhibition; S. cerevisiae SKY197-pL101 polyadenylation reporter, beta-gal luminescence; efflux-impaired pdr1/pdr3 knockout yeast; score 100 = 6 SD above DMSO; calls only at 12 µM; 300,000 compounds, 0.02% hits;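 active = lowest replicate activity score at least 50, where 100 means six control SD above control mean; inconclusive = lowest score under 50 but half or more replicates reach 50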;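 note: yeast exposed to compound for 9 h at 30 °C; higher score means more reporter readthrough which indicates perturbed polyadenylation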
HSF1 activator: increases HSF-1 driven luciferase reporter signal; NIH3T3-HGL HSF-1 luciferase reporter, MG132, 8 h; 100% = twice DMSO control signal; activation, % at 9 µM; 300,000 compounds, 1.7% hits; AID 504408;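 active = mean replicate activation of at least 50% with a set share of replicates each reaching 50%; inconclusive = only one of those two conditions met; inactive = mean below 50% and too few replicates reaching it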;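 note: 0% = median of the neutral control wells and 100% = twice that signal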
GSK3beta inhib: human GSK3beta kinase inhibition | GST-GSK3beta kinase, ADP-Glo luminescence, 60 min; hits give low values | AID 2097 | activity score (negative = inhibition), % at 10 µM | 300,000 compounds, 0.038% hits;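 active = more than half of replicate wells score below -50%, meaning over 50% inhibition versus plate controls; inconclusive = some replicates but at most half score below -50%; inactive = no replicate scores below -50%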;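 note: 0% = median DMSO wells and -100% = median GW8510 positive control wells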
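test system = GST-tagged human GSK3beta kinase, cell-free | reagent = 25 µM ATP with peptide substrate | dosing = one dose of 10 µM per compound | schedule = 60 min reaction, RT | detection = luminescent ADP-Glo measurement of ADP formed | control set = DMSO neutral wells and GW8510 at 20 µM as positive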
GSK3A inh: human GSK-3 alpha kinase inhibition; ADP-Glo luminescence, 60 min; 320,000 compounds, 0.1% hits; inhibition, % at 10 µM; P49840; AID 2650;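 in the data active = inhibition above about 50%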;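 note: GST-tagged GSK-3 alpha with peptide substrate and 25 µM ATP; 0% = DMSO neutral wells and 100% = GW8510 positive control wells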
Target sequence (P49840 whole entry, looked up): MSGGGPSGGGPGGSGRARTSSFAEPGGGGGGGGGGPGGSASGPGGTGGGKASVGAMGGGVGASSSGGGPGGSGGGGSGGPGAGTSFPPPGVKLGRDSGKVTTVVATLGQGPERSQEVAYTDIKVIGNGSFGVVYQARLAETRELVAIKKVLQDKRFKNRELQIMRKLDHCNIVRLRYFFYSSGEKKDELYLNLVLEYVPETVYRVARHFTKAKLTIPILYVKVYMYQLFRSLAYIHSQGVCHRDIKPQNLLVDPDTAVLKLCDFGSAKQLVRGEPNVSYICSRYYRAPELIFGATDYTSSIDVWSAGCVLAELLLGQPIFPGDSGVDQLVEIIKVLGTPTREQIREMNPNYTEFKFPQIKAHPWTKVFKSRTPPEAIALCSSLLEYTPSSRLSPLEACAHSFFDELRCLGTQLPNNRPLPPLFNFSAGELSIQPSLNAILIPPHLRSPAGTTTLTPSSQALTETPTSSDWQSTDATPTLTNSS
Dyrk1A ADPGlo: Dyrk1A (rat) kinase inhibition. inhibition, % at 12.5 µM. Q63470. 310,000 compounds, 0.43% hits. ADP-Glo luminescence, NFATc1 peptide; in the data active = inhibition above about 50%;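 note: plate controls were vehicle with enzyme for no effect and no enzyme for full effect; many of its hits are not listed in these tables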
AI-2 QS mod: modulates the Vibrio harveyi AI-2 quorum sensing system; Vibrio harveyi JMH597 AI-2 luminescence/OD600 ratio, 9 h; hits give low values; strain lacks LuxN and CqsS sensors; 0 = neutral-control median; activity change, % at 7.5 µM; 300,000 compounds, 0.4% hits; in the data active = activity change below about -75%, passing the limit was not always enough; inconclusive = no clear call, values can overlap the other calls;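 note: luminescence divided by OD600 gain over 9 h not by final OD600 alone; inactives centre near 13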
HDAC3 inh: human HDAC3 inhibition. O15379. recombinant HDAC3, fluorogenic peptide/trypsin coupled, fluorescence. inhibition, % at 8.3 µM. 320,000 compounds, 0.15% hits. AID 2718; in the data active = inhibition above about 26%, passing the limit was not always enough; inconclusive = no clear call, values can overlap the other calls
Target sequence (O15379 whole entry, looked up): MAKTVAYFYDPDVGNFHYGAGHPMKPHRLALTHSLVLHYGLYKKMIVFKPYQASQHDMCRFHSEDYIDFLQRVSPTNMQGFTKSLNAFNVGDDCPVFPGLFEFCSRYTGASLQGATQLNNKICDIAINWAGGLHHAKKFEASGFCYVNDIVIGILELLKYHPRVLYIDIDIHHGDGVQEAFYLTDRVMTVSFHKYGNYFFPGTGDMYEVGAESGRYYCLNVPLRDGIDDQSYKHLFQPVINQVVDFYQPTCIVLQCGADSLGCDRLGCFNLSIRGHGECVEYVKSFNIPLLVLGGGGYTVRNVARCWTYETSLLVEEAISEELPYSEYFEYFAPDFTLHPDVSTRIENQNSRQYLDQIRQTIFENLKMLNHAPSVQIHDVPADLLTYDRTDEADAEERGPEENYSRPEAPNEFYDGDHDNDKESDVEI
The depositor's hits bear a star; i = inactive; ? = inconclusive; . = not tested or not shown. Only part of the results is shown (hit frequency here may not be typical).

AI-2 QS mod | GSK3beta inhib | PolyA inhibitor | HSF1 activator | HDAC3 inh | HSF1 inh | Dyrk1A ADPGlo | GSK3A inh | HSP90 refold inh | Platelet DG rel | structure
. | . | i | 11 | -9 | 5 | -5 | 21 | 0 | 10 | COc1ccc(CCC(=O)NNC(=O)c2ccc(F)cc2)cc1
-7 | -5 | i | -27 | -2 | -1 | 6 | 1 | 0 | 0 | CC(=O)Nc1ccccc1C(=O)N1CCc2ccccc21
11 | 1 | i | 3 | 6 | 0 | 5 | -2 | 4 | 3 | COCCNC(=O)COC(=O)CSCc1nc2ccccc2s1
16 | -1 | i | -7 | 4 | -6 | 2 | -1 | 2 | -2 | O=S(=O)(c1ccccc1Cl)N1CCC(Cc2ccccc2)CC1
13 | 2 | . | -8 | 3 | -1 | -1 | 1 | -1 | 3 | COc1ccccc1OCCCCCc1c(C)n[nH]c1C
0 | 2 | i | 54* | 4 | 15 | 1 | 0 | 3 | -1 | CC(=O)N1CCc2cc(S(=O)(=O)NC(Cc3ccccc3)C(=O)NC3CCCCCC3)ccc21 (centres undefined)
34 | 2 | i | 5 | 5 | 5 | -1 | 0 | 4 | 3 | Nc1nonc1-n1nnc(C(=O)N/N=C/c2ccccc2)c1CSc1ccc(Cl)cc1
19 | 0 | . | -1 | 3 | 0 | 10 | 2 | . | -3 | C/C=C/C(=O)Nc1cccc(C2=NOC3(C2)C[C@@H](C(N)=O)N(C(=O)c2cc([N+](=O)[O-])cc([N+](=O)[O-])c2)C3)c1 (some centres undefined)
12 | 2 | i | 14 | -2 | 13 | 6 | -4 | 1 | 11 | CN(C)Cc1nc2ccccc2c(=O)n1Cc1nc(-c2cc3ccccc3o2)cs1
11 | -1 | i | 17 | 6 | -2 | 0 | 2 | 0 | -7 | CC(C)c1ccccc1NC(=O)COC(=O)Cc1cccc(C(F)(F)F)c1
30 | -1 | i | -3 | 3 | -10 | -1 | -33 | 1 | 12 | Cc1cc(NC(=O)c2c(Br)c(C)nn2C)no1
17 | 0 | i | 46 | -4 | 18 | 1 | -2 | 1 | -1 | O=S(=O)(NCC1CCCO1)c1ccc(Cl)nc1 (centres undefined)
12 | -1 | i | 3 | 1 | 3 | -6 | -1 | 4 | -4 | CCOC(=O)N1CCN(CC(=O)Nc2ccc(F)cc2F)CC1
15 | 2 | i | -26 | 7 | -7 | . | 7 | 1 | -4 | N#CC1=C(N)Oc2c(oc(CO)cc2=O)C1c1ccccc1[N+](=O)[O-] (centres undefined)
24 | -1 | i | 4 | -3 | -2 | -2 | -3 | -1 | -5 | Cc1cccc(C(=O)N(CCc2ccccc2)Cc2ccccc2)c1[N+](=O)[O-]
27 | 4 | i | 9 | 2 | -1 | -2 | 0 | 6 | 4 | COc1ccc(/C=C/CN2CCN(CCc3ccccc3)C(CCO)C2)cc1 (centres undefined)
0 | -1 | i | 3 | -6 | 1 | -6 | 0 | 3 | -8 | NC(=O)COC(=O)c1ccccc1SCC(=O)NC1CCCCCC1
21 | 1 | i | -12 | -3 | -10 | 18 | 2 | 4 | -8 | COC(=O)c1ccc(COC(=O)c2[nH]c(C)c(C(C)=O)c2C)o1
28 | -1 | i | -12 | 5 | 2 | 1 | -3 | -1 | 1 | CCOc1ccc(C(=O)Nc2nnc(S(=O)(=O)Nc3ccccc3C)s2)cc1
17 | 1 | i | 23 | 0 | 21 | 1 | -2 | 0 | 17 | COc1ccc(N2CCN(C(=S)NC(=O)c3cccs3)CC2)c([N+](=O)[O-])c1
5 | 2 | i | -9 | 2 | -7 | -2 | -3 | -1 | 8 | Cc1c(NC(=O)CS(=O)(=O)c2ccccc2)c(=O)n(-c2ccccc2)n1C
20 | -19 | i | -25 | 1 | -14 | . | 1 | -3 | 2 | O=C(CCNC(=O)c1ccccc1)N=Nc1c(O)[nH]c2ccccc12
27 | -1 | i | -2 | 0 | 12 | 16 | -3 | 6 | -3 | O=C(CCS(=O)(=O)c1ccccc1)Nc1nc(-c2cccs2)cs1
7 | -7 | i | -12 | 0 | 1 | -9 | -2 | 1 | 8 | CC(C)CCNC(=O)c1ccc(CS(=O)(=O)Cc2ccccc2F)o1
13 | -3 | i | -10 | -19 | -7 | . | -1 | 3 | 4 | O=c1c(-c2ccccc2)coc2c(CN3CCCCC3)c(O)ccc12
37 | -1 | i | -5 | 12 | -3 | -4 | 0 | -5 | 4 | O=C(COc1ccc(Cl)cc1)OCc1csc(Nc2ccccc2)n1
6 | 2 | i | -1 | -1 | 3 | -2 | -8 | 1 | 0 | CC(C)(C)SCCNS(=O)(=O)c1ccc(F)cc1
32 | -4 | i | 7 | -6 | 0 | 4 | . | 7 | -10 | COc1ccc(C(=O)CCC(=O)NC2=NCCS2)cc1
10 | -1 | i | 5 | 0 | 0 | 3 | -2 | 2 | . | CN(C)c1ccc(C2NCC(CCl)O2)cc1 (centres undefined)
15 | 4 | i | -2 | 0 | 1 | . | 1 | -1 | 9 | CCCSc1sc(C(=O)OC)c(-c2cccs2)c1C#N
5 | -2 | i | -19 | 1 | 3 | 2 | 0 | 6 | -7 | CC(NS(=O)(=O)c1ccc2c(c1)c(=O)n(C)c(=O)n2C)C(=O)NC1CCCCC1 (centres undefined)
9 | 3 | i | 9 | -2 | 9 | -5 | -1 | -1 | -3 | CC(C)c1nc(CNC(=O)c2cc(COc3c(F)cccc3F)on2)cs1
-3 | -2 | i | 26 | -1 | 14 | -32 | . | 1 | -1 | O=c1[nH]c(SCc2ccc([N+](=O)[O-])cc2)nc2[nH]ncc12
17 | 3 | i | -3 | 2 | 2 | -2 | -2 | -2 | ? | Cc1ccc2cccc(S(=O)(=O)N3CCCc4ccccc43)c2n1
-1 | 0 | i | -11 | 2 | -11 | -4 | 0 | 5 | 6 | CCN(CC)S(=O)(=O)c1ccc2c(c1)CC(C(=O)N1CCCC1)N2C(C)=O (centres undefined)
38 | -6 | i | 3 | 0 | 0 | 6 | 2 | -6 | 1 | O=C(CCn1cnc2ccccc21)N/N=C/c1ccccc1O

Laid out differently: entries from further up
mol,AI-2 QS mod,GSK3beta inhib,PolyA inhibitor,HSF1 activator,HDAC3 inh,HSF1 inh,Dyrk1A ADPGlo,GSK3A inh,HSP90 refold inh,Platelet DG rel
COc1ccc(C(=O)CCC(=O)NC2=NCCS2)cc1,32,-4,i,7,-6,0,4,.,7,-10
CN(C)c1ccc(C2NCC(CCl)O2)cc1 (centres undefined),10,-1,i,5,0,0,3,-2,2,.

Next part:
AI-2 QS mod | GSK3beta inhib | PolyA inhibitor | HSF1 activator | HDAC3 inh | HSF1 inh | Dyrk1A ADPGlo | GSK3A inh | HSP90 refold inh | Platelet DG rel | structure
14 | 3 | i | 11 | -9 | -6 | -1 | 1 | -6 | -1 | CC(=O)c1cccc(NC(=O)Cn2cnc(S(=O)(=O)N3CCc4ccccc43)c2)c1
11 | 3 | i | 4 | -6 | -6 | 2 | 0 | 0 | 5 | O=C(O)CSC1CC(=O)N(c2ccc(Cl)cc2)C1=O (centres undefined)
15 | 3 | i | -9 | 0 | -1 | -5 | 1 | 5 | 2 | CCOC(=O)C(NC(=O)c1ccc(OC)cc1)(N1CCCC1=O)C(F)(F)F (centres undefined)
27 | 2 | i | 12 | -3 | 5 | -2 | -1 | -2 | -18 | Cc1ccc(-c2noc(CSc3nnnn3C3CCCCC3)n2)cc1
-94* | 2 | i | 5 | -3 | -4 | 17 | 1 | 0 | -2 | CCc1ccc(CCC(=O)Nc2ccc(C(C)=O)cc2)o1
13 | 0 | i | -16 | -4 | 1 | 11 | -3 | -3 | -5 | Cc1cc2oc(=O)cc(CN3CCN(Cc4ccc5c(c4)OCO5)CC3)c2cc1C
19 | 6 | i | 0 | . | 13 | 11 | . | -1 | 0 | Cn1c(=O)[nH]c(=O)c2c1nc(NCc1ccco1)n2CCCc1ccccc1
-21 | -2 | i | 12 | -2 | -1 | . | -1 | -8 | -9 | Cc1ccc(N2C(=O)CC(N3CCSCC3)C2=O)c(C)c1 (centres undefined)
-2 | 0 | i | 5 | 4 | -1 | 2 | 3 | 0 | -4 | Cc1ccc(NC(=O)CSCC(=O)NC2CCCCC2)cc1
10 | 2 | i | -4 | . | 2 | 0 | . | 0 | 8 | CCn1c(COc2ccccc2C)nnc1SCC(=O)Nc1ccc2c(c1)OCCO2
20 | 2 | i | -7 | 10 | 10 | 0 | -1 | -3 | -8 | Cc1nn(C)cc1CNC(=O)c1ccc(Br)o1
24 | 4 | i | 0 | -6 | -3 | 1 | -1 | 2 | -16 | CN(CCC1CCOCC1)C(=O)C1CCC(=O)N(CCc2ccc(Cl)cc2)C1 (centres undefined)
20 | -1 | i | -1 | . | 2 | -4 | 2 | -1 | -3 | COc1ccc(-c2noc(CN(C)Cc3ccc(C)o3)n2)cc1
-83* | 0 | i | -1 | -3 | -1 | -8 | 10 | . | -2 | C[C@H]1O[C@@H](n2cc(F)c(=O)[nH]c2=O)[C@H](O)[C@@H]1O
21 | 0 | i | 13 | 3 | 4 | 6 | -7 | -2 | -29 | CN(C)CCCN1C(=O)C2CCc3[nH]c4ccccc4c3C2C1=O (centres undefined)
12 | 4 | i | -5 | -2 | -3 | -2 | -1 | . | -5 | O=S1(=O)CCOC[C@H](Cc2ccccc2)N1Cc1ccccc1
14 | -2 | i | 44 | -4 | 41 | 12 | . | 1 | 5 | O=C(Nc1cccs1)Nc1ccccc1Cl
-30 | 2 | i | -5 | -1 | 13 | -6 | -2 | -2 | 2 | O=C(Cn1c(=O)oc2ccccc21)Nc1ccc(Br)cc1
8 | -2 | i | 15 | 3 | -6 | 20 | -3 | 2 | -7 | CSc1nc(=S)n(-c2ccc([N+](=O)[O-])cc2)c(C)c1C(C)=O
7 | -2 | i | 3 | -7 | -3 | -3 | -2 | -2 | 9 | O=C1NCCCC1C(=O)N1CCN(C(c2ccccc2)c2ccccc2)CC1 (centres undefined)
-3 | 1 | i | 5 | 1 | 16 | 0 | 0 | -3 | -2 | Cc1nc(NC(=O)C2CCCCC2)sc1C
8 | -2 | i | 0 | 5 | -2 | -6 | 1 | . | 1 | COc1ccccc1CNC(=O)C1CC2Cn3c(nc4cc(Cl)c(Cl)cc43)C2N1C (centres undefined)
22 | -1 | i | -45 | -4 | -32 | 1 | 2 | 5 | 6 | COCCn1c(=NC(=O)c2ccccc2[N+](=O)[O-])sc2cc(S(C)(=O)=O)ccc21
6 | -1 | i | 50 | 7 | 26 | 0 | 2 | -1 | -2 | CCOC(=O)c1csc(NC(=O)c2ccccc2)n1
18 | 4 | i | -8 | 2 | -2 | -1 | -5 | . | -16 | COc1ccc(NC(=O)COC(=O)CC2CCCC2)cc1Cl
